thrombin 1536: human alpha-thrombin inhibitors, primary screen, counter-screen for coagulation protease inhibitor project, biochemical, 1536-well, fluorogenic AMC substrate; inhibition, % at 5 µM; Boc-VPR-AMC fluorogenic substrate cleavage; actives 0.26% (n = 220,000);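 active = inhibition at or above 40%; inactive = inhibition below 40%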;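 note: 0% = enzyme with no compound and 100% = wells without enzyme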
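Material: human alpha-thrombin enzyme / Medium: pH 7.5 Tris (50 mM) with NaCl 150 mM, Tween 20 0.05% / Compound: single-point dosing at 5 µM, 0.2% DMSO / Incubation: enzyme reaction carried out at room temperature / Detection: AMC fluorescence, 355/460 nm / Read-out basis: percent inhibition scaled between no-compound controls and no-enzyme blanks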
KLK5 inh: human KLK5 protease inhibitors, primary screen, biochemical, 1536-well; Kallikrein-5 (Homo sapiens), Q9Y337; recombinant hK5, fluorogenic AMC substrate cleavage; inhibition, % at 5 µM; actives 0.59% (n = 210,000); AID 873, 2007;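 active = inhibition of 40% or more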;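 note: 0% = enzyme controls without compound and 100% = no-enzyme blanks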
TNF death inh: inhibitors of TNF-alpha triggered necroptosis, primary screen, cell-based, Jurkat FADD-/-, single concentration; Jurkat FADD-/- TNF necroptosis rescue, ATP luminescence, 24 h; 0 = TNF only, 100 = no-TNF cells; activation (protection from cell death), % at 10 µM; actives 0.068% (n = 220,000);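 active = activation, meaning protection from cell death, of at least 50% relative to plate controls; inactive = activation below 50%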;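 note: necroptosis triggered by 40 ng/mL TNF-alpha added together with compound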
Rad51 HR inh: human RAD51 strand exchange inhibitors, primary screen, biochemical, fluorescence. DNA repair protein RAD51 homolog 1 (Homo sapiens), Q06609. hRad51 DNA strand exchange, fluorescence dequenching. inhibition, % at 10 µM. actives 0.085% (n = 200,000). AID 1385, 2008;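 active = inhibition above 40% at the single screening dose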;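 note: 0% = DMSO control wells and 100% = blanks with heterologous ssDNA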
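Assay system: Human Rad51 nucleoprotein filaments preassembled on unlabelled ssDNA | Reagent: Donor/quencher-labelled 47-bp dsDNA substrate | Doses: One concentration, 10 µM final | Times: 37 °C 15-min filament assembly, 30-min compound preincubation, 15-min exchange | Technique: Fluorescein emission 520 nm, excitation 485 nm | Benchmarks: Plate control and blank wells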
FXIa inh 1536: human FXIa protease inhibitors, primary screen, biochemical, 1536-well | Coagulation factor XI (Homo sapiens), P03951 | purified FXIa, Boc-Glu-Ala-Arg-AMC fluorogenic substrate | inhibition, % at 5 µM | actives 0.14% (n = 220,000);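 active = inhibition of at least 40%; inactive = inhibition below 40%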;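 note: fluorescence of freed AMC excited at 355 nm; 0% = enzyme without compound and 100% = no enzyme blank; many of its hits are not listed in these tables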
L929 necroptosis: inhibitors of zVAD-triggered necroptosis, primary screen, L929 cells | L929 zVAD necroptosis rescue, ATP luminescence, 24 h; with zVAD 60 µM | viability rescue, % at 10 µM | actives 0.38% (n = 220,000) | AID 1377, 2008;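 active = activation, scaled between plate controls, above about 75%, limit read from the data; inactive = activation under that limit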;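 note: 0% = zVAD with DMSO and 100% = DMSO alone without zVAD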
Hck-Nef inh: inhibitors of Nef-activated human Hck kinase, primary screen, biochemical, Z-Lyte FRET, 384-well, Hck-YEEI. Tyrosine-protein kinase HCK (Homo sapiens), P08631. Recombinant Hck-YEEI plus Nef, Z-Lyte FRET kinase assay. inhibition, % at 20 µM. actives 0.68% (n = 220,000). AID 463187, 2010;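 active = Hck-Nef kinase inhibition above about 50%, limit read from the data; inactive = inhibition below that limit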;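 note: 0% = DMSO with Hck plus Nef and 100% = Hck alone without Nef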
FXIIa inh 1536: human FXIIa protease inhibitors, primary screen, biochemical, 1536-well | actives 0.3% (n = 220,000) | purified FXIIa, Boc-QGR-AMC fluorogenic substrate, 2 h | Coagulation factor XII (Homo sapiens), P00748 | inhibition, % at 5 µM | AID 800, 2007; in the data active = inhibition above about 40%;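 note: 0% = enzyme with no compound and 100% = blank without enzyme; many of its hits are not listed in these tables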
KCC2 mod: KCC2 cotransporter modulators, thallium flux, primary screen, cell-based, HEK293 KCC2, FluoZin-2 fluorescence, MLSMR; Solute carrier family 12 member 5 (Homo sapiens), Q9H2X9; KCC2 cells, thallium flux FluoZin-2 fluorescence; B-score of Tl+ flux slope (higher = more flux/activation; lower = inhibition) at 10 µM; actives 2.2% (n = 190,000); AID 1456, 2008;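 active = thallium flux slope and its plate-corrected score both differing from the plate sample mean at a set confidence after two filtering rounds, in either direction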;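 note: slope of fluorescence scaled to starting intensity during 10 to 20 s after thallium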
Target sequence (Q9H2X9 whole entry, looked up): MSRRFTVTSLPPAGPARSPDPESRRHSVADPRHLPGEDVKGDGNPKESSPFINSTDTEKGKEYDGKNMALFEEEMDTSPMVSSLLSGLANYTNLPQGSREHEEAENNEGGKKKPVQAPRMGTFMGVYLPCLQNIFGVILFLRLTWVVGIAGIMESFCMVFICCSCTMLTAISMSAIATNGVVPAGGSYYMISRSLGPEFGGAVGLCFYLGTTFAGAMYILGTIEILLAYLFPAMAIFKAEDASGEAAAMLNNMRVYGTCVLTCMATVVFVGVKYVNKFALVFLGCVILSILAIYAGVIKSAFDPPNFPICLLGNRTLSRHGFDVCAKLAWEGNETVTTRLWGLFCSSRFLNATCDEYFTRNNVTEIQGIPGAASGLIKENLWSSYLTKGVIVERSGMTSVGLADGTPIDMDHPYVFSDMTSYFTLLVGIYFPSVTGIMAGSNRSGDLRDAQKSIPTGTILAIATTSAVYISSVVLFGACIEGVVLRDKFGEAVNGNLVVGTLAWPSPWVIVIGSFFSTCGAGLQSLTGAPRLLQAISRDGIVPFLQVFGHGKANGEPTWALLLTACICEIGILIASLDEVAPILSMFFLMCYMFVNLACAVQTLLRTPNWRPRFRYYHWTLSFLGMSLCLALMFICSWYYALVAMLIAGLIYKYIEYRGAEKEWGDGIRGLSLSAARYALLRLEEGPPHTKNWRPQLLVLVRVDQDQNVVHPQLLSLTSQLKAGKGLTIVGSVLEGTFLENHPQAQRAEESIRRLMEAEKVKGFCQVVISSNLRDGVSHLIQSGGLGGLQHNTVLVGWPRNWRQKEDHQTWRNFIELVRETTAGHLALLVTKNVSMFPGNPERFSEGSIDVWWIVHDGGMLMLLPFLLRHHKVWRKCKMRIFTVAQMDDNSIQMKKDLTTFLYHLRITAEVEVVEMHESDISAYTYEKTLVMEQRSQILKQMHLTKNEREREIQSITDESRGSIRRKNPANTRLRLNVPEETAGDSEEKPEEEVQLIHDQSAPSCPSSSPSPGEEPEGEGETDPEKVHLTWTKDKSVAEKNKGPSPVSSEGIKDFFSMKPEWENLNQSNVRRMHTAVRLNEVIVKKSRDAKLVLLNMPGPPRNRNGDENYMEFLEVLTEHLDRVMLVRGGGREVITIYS
The depositor's hits bear a star.

A first look (two entries):
`COc1ccc(N2CCC(CNC(=O)Nc3ccc(OC)cc3OC)C2)cc1` (stereo unspecified) gave thrombin 1536 2, KLK5 inh -17, TNF death inh -1.7, FXIa inh 1536 1, L929 necroptosis -0.2, Hck-Nef inh -1, FXIIa inh 1536 10 and KCC2 mod -0.23.
Screening COCCN(CCOC)S(=O)(=O)c1ccc(C(=O)Nc2ccc([N+](=O)[O-])cc2OC)cc1 returned thrombin 1536 -3, KLK5 inh -3, TNF death inh -0.1, Rad51 HR inh -10, FXIa inh 1536 3, L929 necroptosis 2.2, Hck-Nef inh 18, FXIIa inh 1536 7 and KCC2 mod -0.023.

Main list, repeating the preview:
`COc1ccc(N2CCC(CNC(=O)Nc3ccc(OC)cc3OC)C2)cc1` (stereo unspecified) gave thrombin 1536 2, KLK5 inh -17, TNF death inh -1.7, FXIa inh 1536 1, L929 necroptosis -0.2, Hck-Nef inh -1, FXIIa inh 1536 10 and KCC2 mod -0.23.
Screening COCCN(CCOC)S(=O)(=O)c1ccc(C(=O)Nc2ccc([N+](=O)[O-])cc2OC)cc1 returned thrombin 1536 -3, KLK5 inh -3, TNF death inh -0.1, Rad51 HR inh -10, FXIa inh 1536 3, L929 necroptosis 2.2, Hck-Nef inh 18, FXIIa inh 1536 7 and KCC2 mod -0.023.
COc1ccccc1-n1c2nc3ccccc3nc2c2c(=O)n(-c3cc(C)cc(C)c3)cnc21 was read as thrombin 1536 -12, KLK5 inh -18, TNF death inh 1.1, Rad51 HR inh -5, FXIa inh 1536 2, L929 necroptosis 0.1, Hck-Nef inh 3, FXIIa inh 1536 7 and KCC2 mod -0.12.
`O=C(CCCNS(=O)(=O)c1cccs1)N1CCN(c2ccc(F)cc2)CC1` gave thrombin 1536 3, KLK5 inh 2, TNF death inh -0.5, Rad51 HR inh 2, FXIa inh 1536 3, L929 necroptosis 1.1, Hck-Nef inh -11, FXIIa inh 1536 15 and KCC2 mod -0.41.
COC(=O)/C=C1/SC(=NC(=O)c2ccccc2)NC1=O was read as thrombin 1536 -10, KLK5 inh -10, TNF death inh 2.8, Rad51 HR inh -3, FXIa inh 1536 5, L929 necroptosis 0.1, Hck-Nef inh 2, FXIIa inh 1536 15 and KCC2 mod 0.65.
COCCn1nnnc1C(C(C)C)N1CCC(Cc2ccccc2)CC1 (stereo unspecified) was read as thrombin 1536 3, KLK5 inh -9, TNF death inh 0.0, Rad51 HR inh -3, FXIa inh 1536 3, L929 necroptosis 0.3, Hck-Nef inh 3 and FXIIa inh 1536 9.
COc1ccc(C(CC(=O)O)NC(=O)COc2ccccc2)cc1 (stereo unspecified) was read as thrombin 1536 -4, KLK5 inh -1, TNF death inh 0.0, Rad51 HR inh 11, FXIa inh 1536 -9, L929 necroptosis -0.2, Hck-Nef inh 1, FXIIa inh 1536 -1 and KCC2 mod -0.049.
For CCN(CC)S(=O)(=O)c1cccc(C(=O)NC(C(=O)NC2=NCCS2)C(C)C)c1 (stereo unspecified) the results were thrombin 1536 4, KLK5 inh -7, TNF death inh 0.1, Rad51 HR inh -1, FXIa inh 1536 3, L929 necroptosis 2.4, Hck-Nef inh 0 and FXIIa inh 1536 12.
For COc1ccc(C2(C(=O)c3ccccc3)C(=O)c3ccccc3C2=O)cc1 the results were thrombin 1536 -14, KLK5 inh -3, TNF death inh -12, FXIa inh 1536 -1, L929 necroptosis -0.3, Hck-Nef inh 13, FXIIa inh 1536 -2 and KCC2 mod -0.25.
Screening CCCCCCC1NC(C(=O)O)CS1 (stereo unspecified) returned thrombin 1536 -3, KLK5 inh -4, TNF death inh -1.0, Rad51 HR inh 2, FXIa inh 1536 0, L929 necroptosis 1.0, Hck-Nef inh 0 and FXIIa inh 1536 14.
COCCOC(=O)c1c(C)oc2ccc(NS(=O)(=O)c3ccccc3)cc12 was read as thrombin 1536 1, KLK5 inh -6, TNF death inh -0.6, Rad51 HR inh 0, FXIa inh 1536 -1, L929 necroptosis -0.3, Hck-Nef inh 0, FXIIa inh 1536 16 and KCC2 mod -0.026.
O=S(=O)(NCc1ccco1)c1cccc(S(=O)(=O)N2CCOCC2)c1 was read as thrombin 1536 4, KLK5 inh -17, TNF death inh -0.2, Rad51 HR inh 3, FXIa inh 1536 4, L929 necroptosis 0.2, Hck-Nef inh 0, FXIIa inh 1536 14 and KCC2 mod 0.73.
For CCOC(=O)c1sc(NC(=O)CSc2nnc(C(C)C)n2CC)nc1C the results were thrombin 1536 -12, KLK5 inh -25, TNF death inh 1.3, FXIa inh 1536 -1, L929 necroptosis 0.6, Hck-Nef inh -1 and FXIIa inh 1536 1.
For Cc1cc(C(=O)Nc2ccc(S(=O)(=O)N3CCCC3)cc2)cs1 the results were thrombin 1536 2, KLK5 inh -16, TNF death inh 1.8, Rad51 HR inh -7, FXIa inh 1536 7, L929 necroptosis 0.3, Hck-Nef inh 16, FXIIa inh 1536 18 and KCC2 mod 0.35.
Screening COc1cc2nc(CN3CCN(S(=O)(=O)c4ccc(Cl)cc4)CC3)[nH]c(=O)c2cc1OC returned thrombin 1536 -14, KLK5 inh -5, TNF death inh 3.5, Rad51 HR inh -2, FXIa inh 1536 -8, L929 necroptosis -0.7, Hck-Nef inh 19, FXIIa inh 1536 4 and KCC2 mod -1.1.
Oc1ccc(N2CCN(C(c3cccnc3)c3nnnn3Cc3ccccc3)CC2)cc1 (stereo unspecified) was read as thrombin 1536 -3, KLK5 inh -22, TNF death inh 0.3, Rad51 HR inh 3, FXIa inh 1536 1, L929 necroptosis 0.2, Hck-Nef inh 1, FXIIa inh 1536 2 and KCC2 mod -0.061.
Screening O=C(O)c1cccc(S(=O)(=O)Nc2ccc3oc(=O)sc3c2)c1 returned thrombin 1536 -4, KLK5 inh -24, TNF death inh 1.4, Rad51 HR inh 8, FXIa inh 1536 -4, L929 necroptosis 0.0, Hck-Nef inh -1, FXIIa inh 1536 -3 and KCC2 mod 0.25.
Screening CCCCCCN=C1CC(C)(C)CC(=O)/C1=C(/O)CCC returned thrombin 1536 -1, KLK5 inh 2, TNF death inh -0.6, Rad51 HR inh -3, FXIa inh 1536 2, L929 necroptosis -0.3, Hck-Nef inh 14, FXIIa inh 1536 9 and KCC2 mod -2.3.
`COc1cc2c(cc1OC)C(c1ccccc1)CC2=O` (stereo unspecified) gave thrombin 1536 -4, KLK5 inh 4, TNF death inh -0.4, Rad51 HR inh 6, FXIa inh 1536 3, L929 necroptosis -0.3, Hck-Nef inh 3, FXIIa inh 1536 4 and KCC2 mod 0.12.
Screening O=C(/C=C/Nc1ccc(S(=O)(=O)Nc2cnc3ccccc3n2)cc1)c1ccccc1 returned thrombin 1536 -4, KLK5 inh 4, TNF death inh 2.8, Rad51 HR inh -5, FXIa inh 1536 -2, L929 necroptosis 0.6, Hck-Nef inh 15, FXIIa inh 1536 4 and KCC2 mod -2.
Screening O=C(NCc1ccco1)c1ccccc1Br returned thrombin 1536 1, KLK5 inh 2, TNF death inh -0.4, Rad51 HR inh 2, FXIa inh 1536 5, L929 necroptosis -0.5, Hck-Nef inh 5, FXIIa inh 1536 11 and KCC2 mod -0.064.
Screening CCOC(=O)Cn1c(=NC(=O)c2sc3ccccc3c2Cl)sc2cc(S(N)(=O)=O)ccc21 returned thrombin 1536 -5, KLK5 inh -17, TNF death inh 1.9, Rad51 HR inh 2, FXIa inh 1536 2, L929 necroptosis 1.0, Hck-Nef inh 49, FXIIa inh 1536 6 and KCC2 mod 0.0094.
Cc1ccc(C(C(=O)NC2CCCCC2)N(CC2CCCO2)C(=O)CNC(=O)c2ccco2)cc1 (stereo unspecified) was read as thrombin 1536 5, KLK5 inh -2, TNF death inh -6.4, Rad51 HR inh -3, FXIa inh 1536 8, L929 necroptosis -0.7, Hck-Nef inh 3 and FXIIa inh 1536 18.
Screening COc1ccc2[nH]c(O)c(NC(C)=O)c2c1 returned thrombin 1536 3, KLK5 inh -24, TNF death inh -0.6, Rad51 HR inh 9, FXIa inh 1536 -3, L929 necroptosis 0.1, Hck-Nef inh 4, FXIIa inh 1536 17 and KCC2 mod -0.34.
Screening CN(Cc1ccccc1)C(=O)CSc1nc2c(c(C(F)(F)F)n1)CCc1ccccc1-2 returned TNF death inh -0.4, Rad51 HR inh -9, L929 necroptosis -0.5, Hck-Nef inh 12 and KCC2 mod -1.2.
Screening Cc1ccc(-c2nnn(CC(=O)NCCC3=CCCCC3)n2)cc1 returned thrombin 1536 -1, KLK5 inh -11, TNF death inh -1.0, Rad51 HR inh 4, FXIa inh 1536 7, L929 necroptosis -0.1, Hck-Nef inh 9 and FXIIa inh 1536 10.
For COCCCNC(=O)CSC1=Nc2ccccc2C2=NC(CC(=O)NCc3ccccc3)C(=O)N12 (stereo unspecified) the results were thrombin 1536 2, KLK5 inh -9, TNF death inh 0.6, Rad51 HR inh -4, FXIa inh 1536 19, L929 necroptosis 2.2, Hck-Nef inh -1 and FXIIa inh 1536 31.
For COc1cc(-c2c(C#N)c(N)nc3c2c(C)nn3-c2ccc(C)c(C)c2)cc(OC)c1OC the results were thrombin 1536 0, KLK5 inh -28, TNF death inh -0.6, Rad51 HR inh -12, FXIa inh 1536 16, L929 necroptosis 4.0, Hck-Nef inh -1, FXIIa inh 1536 16 and KCC2 mod 0.63.
For CC(C)CCC1=NN(C(=O)c2ccco2)C(O)(C(F)(F)F)C1 (stereo unspecified) the results were thrombin 1536 -16, KLK5 inh -3, TNF death inh -0.4, Rad51 HR inh -1, FXIa inh 1536 -5, L929 necroptosis 5.9, Hck-Nef inh 21, FXIIa inh 1536 4 and KCC2 mod -2.
`CC1=NN(C(=O)CCc2ccccc2O)C(O)(C(F)(F)F)C1` (stereo unspecified) gave thrombin 1536 -10, KLK5 inh -3, TNF death inh 2.2, Rad51 HR inh -5, FXIa inh 1536 18, L929 necroptosis 0.3, Hck-Nef inh 0, FXIIa inh 1536 21 and KCC2 mod -0.14.

Reprinted at random: 2 records from the list, in no set order.
`COc1cc2c(cc1OC)C(c1ccccc1)CC2=O` (stereo unspecified) gave thrombin 1536 -4, KLK5 inh 4, TNF death inh -0.4, Rad51 HR inh 6, FXIa inh 1536 3, L929 necroptosis -0.3, Hck-Nef inh 3, FXIIa inh 1536 4 and KCC2 mod 0.12.
For COc1cc(-c2c(C#N)c(N)nc3c2c(C)nn3-c2ccc(C)c(C)c2)cc(OC)c1OC the results were thrombin 1536 0, KLK5 inh -28, TNF death inh -0.6, Rad51 HR inh -12, FXIa inh 1536 16, L929 necroptosis 4.0, Hck-Nef inh -1, FXIIa inh 1536 16 and KCC2 mod 0.63.

Source: PubChem (several laboratories)

The list is partial. The share of hits here may be higher or lower than overall.
